NOD2-RIPK2 inh: blocks binding of human NOD2 to RIPK2; inhibition, % at 4.98 µM; CHO BLA complementation NOD2-RIPK2, CCF4 ratio; O43353; AID 624267; 360,000 tested, 0.38% active; in the data active means inhibition above about 21%;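 further: 0% = vehicle only and 100% = reference blocker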
Target sequence (O43353 whole entry, looked up): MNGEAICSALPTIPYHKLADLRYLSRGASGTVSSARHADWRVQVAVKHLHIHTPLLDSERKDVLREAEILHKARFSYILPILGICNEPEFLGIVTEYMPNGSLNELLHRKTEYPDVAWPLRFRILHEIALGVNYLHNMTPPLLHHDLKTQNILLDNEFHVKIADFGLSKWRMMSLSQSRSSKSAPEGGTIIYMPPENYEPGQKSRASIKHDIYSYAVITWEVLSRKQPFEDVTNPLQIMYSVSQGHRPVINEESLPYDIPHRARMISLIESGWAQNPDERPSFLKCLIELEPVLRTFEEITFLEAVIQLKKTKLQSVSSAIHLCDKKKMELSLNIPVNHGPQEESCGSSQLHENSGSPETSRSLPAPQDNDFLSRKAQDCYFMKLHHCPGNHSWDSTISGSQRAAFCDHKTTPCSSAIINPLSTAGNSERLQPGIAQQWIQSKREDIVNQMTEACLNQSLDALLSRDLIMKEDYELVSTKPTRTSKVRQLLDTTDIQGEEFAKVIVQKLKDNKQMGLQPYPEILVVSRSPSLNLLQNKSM
ABHD5 PLIN5 PPI: blocks binding of human ABHD5 to perilipin-5. AID 602281. Q00G26+Q8WTS1. Split G. princeps luciferase complementation, luminescence, 4 h. 360,000 tested, 0.78% active. inhibition, % at 4 µM;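 active means inhibition above the mean inhibition across every tested compound plus 3 SD, cut at about 22% in these data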;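 further: 0% = DMSO only wells and the 100% control is not disclosed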
MC4R antagonist: blocks human MC4R cAMP signaling; P32245; MC4R-expressing cells, MTII-stimulated cAMP, LANCE TR-FRET; inhibition, % at 6.5 µM; 360,000 tested, 0.48% active; AID 540295;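 active means inhibition above its plate's cutoff, the mean of tested wells on that plate plus 3 SD, cut at about 29% in these data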;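 further: 0% = Melanotan II alone and 100% = Melanotan II plus saturating MCL0020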
Target sequence (P32245 whole entry, looked up): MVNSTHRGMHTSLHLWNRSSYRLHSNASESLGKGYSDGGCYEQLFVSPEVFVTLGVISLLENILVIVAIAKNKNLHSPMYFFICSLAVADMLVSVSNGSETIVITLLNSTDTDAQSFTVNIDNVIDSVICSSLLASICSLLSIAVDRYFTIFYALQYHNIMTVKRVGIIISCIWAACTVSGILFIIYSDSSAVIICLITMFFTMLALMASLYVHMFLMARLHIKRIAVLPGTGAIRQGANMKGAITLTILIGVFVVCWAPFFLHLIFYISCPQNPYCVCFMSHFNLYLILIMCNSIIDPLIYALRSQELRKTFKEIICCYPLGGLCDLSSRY
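Assay system: U2OS-MC4R stable cell line; Also added: Melanotan II; Technique: Eu-cAMP/anti-cAMP TR-FRET, emission 671 nm; Times: 30-min compound, 1-h challenge, 1-h detection, room temperature.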
TLR9-MyD88 inh: blocks human TLR9 binding to MyD88; Q9NR96+Q99836; CHO BLA complementation TLR9-MyD88, CCF4 FRET ratio; inhibition, % at 4.98 µM; 340,000 tested, 0.21% active; AID 504734;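 active means inhibition above the mean over all tested compounds plus 3 SD, cut at about 21% in these data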;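 further: 0% = DMSO only wells and 100% = clavulanate BLA inhibitor control wells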
ABCB6 inh MLPCN: human ABCB6 transporter inhibition | Q9NP58 | K562-ABCB6 porphyrin accumulation, flow cytometry, 1 h; active compounds read low | fluorescence ratio to DMSO, % at 10 µM | 360,000 tested, 0.19% active;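 active means fluorescence ratio to DMSO below 75%, the collection mean minus 3 SD; inconclusive means too few cells collected in the well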;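 further: signal is porphyrin accumulated inside mitochondria; 100% equals median channel fluorescence of DMSO control wells; lower ratio means ABCB6 inhibition with less porphyrin fluorescence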
Vif imaging: inhibitors of HIV Vif | HEK293T cells, Vif self-association by quenched fluorescence, imaging, 24 h | inhibition, % at 7.49 µM | 340,000 tested, 0.35% active; in the data active means inhibition above about 50%, passing the limit was not always enough; inconclusive means no clear call, values can overlap the other calls; inactive means below about 31%; further: some results filed as inactive read as strong as hits
aDG glyco up: increases alpha dystroglycan glycosylation. 360,000 tested, 0.22% active. activation, % at 10 µM. Pro5-aDG cells, alpha-DG glycosylation AlphaScreen (IIH6); 0% Pro5, 100% B10-LARGE cell signal. AID 624168;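 active means activation of at least 8% versus controls, or a plate z-score of at least 8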;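 further: Pro5 are CHO cells carrying HIG-tagged alpha-DG that lacks glycosylation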
N-glyco inh: blocks N-linked glycosylation in D54 reporter cells; reporter increase, % at 12.5 µM; AID 588692; 360,000 tested, 0.23% active; D54 ERlucT glycosylation luciferase reporter, 24 h; percent of 100 nM tunicamycin response;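 active means mean luciferase reporter signal, scaled so untreated is 0 and the glycosylation-blocking control 100, at or above a set limit in every replicate; inconclusive means mean reaches the limit but not every replicate does; inactive means mean below the limit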;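 further: luciferase carries N-glycosylation sites so blocking glycosylation raises the light; 0% = median of neutral control wells and 100% = median of 100 nM tunicamycin wells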
MC4R ag barr: agonists of human melanocortin 4 receptor (MC4R) beta-arrestin; U2OS MC4R beta-arrestin complementation, luminescence; percent of melanotan II response, DMSO zero; activation, % at 8.9 µM; 360,000 tested, 0.98% active; AID 540308;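 active means activation above a per-plate cutoff, the mean activation of sample wells on that plate plus 3 SD, cut at about 8% in these data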
Exocytosis inh: blocks lytic granule exocytosis; TALL-104 LAMP-1 surface exposure, flow cytometry; cells stimulated with thapsigargin and PMA; inhibition, % at 10 µM; 360,000 tested, 0.66% active; AID 651702;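 active means inhibition above about 55%, limit read from the data; inconclusive means no clear call, values can overlap the other calls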
An asterisk follows results filed as active; ? = inconclusive; / = not tested or not shown; & = joins results of further samples.

SMILES | NOD2-RIPK2 inh | ABHD5 PLIN5 PPI | MC4R antagonist | TLR9-MyD88 inh | ABCB6 inh MLPCN | Vif imaging | aDG glyco up | N-glyco inh | MC4R ag barr | Exocytosis inh
O=C1CCc2cc(NS(=O)(=O)c3ccc(Br)cc3)cc3c2N1CC3 | 2 | 4 | 12 | 6 | 101 | 0 | 1.0 | 5 | -1.3 | 5
N=c1oc2ccc3ccccc3c2cc1-c1nc(-c2ccccc2)cs1 | -4 | 3 | 8 | -4 | 102 | 5 | 0.1 | 2 | -0.4 | 35
CC(CO)(CO)NC(=O)c1ccc(=O)[nH]n1 | -6 | 2 | 8 | 0 | 95 | 2 | -0.1 | 2 | -1.9 | -2
CCCNC(=O)C1(C)CCCN(C(=O)C(c2ccccc2)c2ccccc2)C1 (configuration not stated) | 8 | 1 | 3 | / | 94 | -6 | 0.1 | 2 | -0.2 | 2
Cn1nnnc1SCC(=O)NCc1cccs1 | 8 | 0 | -1 | 7 | 95 | -6 | 0.2 | 1 | 0.1 | 0
CCOc1ccc(Nc2cc3n(c(=O)n2)CCc2cc(OC)c(OC)cc2-3)cc1 | -3 | 15 | -13 | -15 | 92 | -2 | 0.1 | 0 | -0.5 | 5
Cc1ccc(S(=O)(=O)C(CCC(=O)N2CCOCC2)S(=O)(=O)c2ccc(C)cc2)cc1 | -6 | -5 | -4 | -5 | 93 | 2 | -0.2 | 0 | -1.2 | -4
O=C(CN1C2=NCCN2c2ccccc21)c1ccc(Br)s1 | -5 | 7 | -1 | 2 | 100 | -9 | 2.0 | -6 | -1.5 | -3
CC(=O)Nc1cccc(NS(=O)(=O)c2cc3c4c(c2)CCN4C(=O)CC3)c1 | -5 | 3 | 9 | -5 | 101 | 1 | -0.1 | 0 | -1.2 | 0
O=C(NCc1ccco1)/C(=C\c1cccnc1)NC(=O)c1ccccc1F | -9 | 8 | 0 | -13 | 99 | 2 | 0.9 | 2 | -1.5 | 0
COCCNC(=O)c1c(N)n(CCC2=CCCCC2)c2nc3ccccc3nc12 | 0 | -13 | -6 | -15 | 104 | -29 | 0.2 | 3 | -1.1 | -2
Cn1c2c(c(=O)n(C)c1=O)C(CC(=O)Nc1ccc(F)cc1)C(=O)N2 (configuration not stated) | -11 | 0 | 13 | -1 | 101 | 2 | 0.1 | 5 | 2.0 | -1
Cc1ccc2cccc(S(=O)(=O)n3nc(C)cc3C)c2n1 | -13 | -2 | 10 | 1 | 108 | -5 | 0.1 | -1 | -2.5 | -1
O=C1CC2(CCCC2)Oc2ccc(F)cc21 | -10 | 7 | 3 | -1 | 98 | / | -0.1 | -2 | -0.8 | -12
C/C(=N/NC(=O)c1cc(Cl)ccc1O)C12CC3CC(CC(C3)C1)C2 | -5 | 9 | 4 | 0 | 96 | -2 | 0.0 | -1 | 0.3 | -2
c1ccc2c(c1)Nc1nccnc1S2 | 5 | -10 | 10 | 0 | 107 | 2 | 0.0 | 10 | 0.9 | 3
O=C(OCC(=O)N1CCc2ccccc2C1)c1cc(=O)[nH]c2ccccc12 | -11 | 1 | -10 | 6 | 98 | -7 | 0.0 | 1 | -0.5 | 6
O=S(=O)(Nc1ccc(S(=O)(=O)N2CCOCC2)cc1)c1ccc(Br)cc1 | -5 | 0 | 6 | 4 | 93 | 18 | -0.1 | 1 | -0.2 | -11
NC(=O)C1CCN(S(=O)(=O)c2cccc(S(=O)(=O)N3CCCCC3)c2)CC1 | -11 | -4 | 10 | 5 | 92 | 3 | -0.3 | -1 | -3.0 | 0
CCC(C)N1CNc2c(c(=O)[nH]c(=S)n2-c2cccc(C)c2)C1 (configuration not stated) | 3 | 11 | 1 | -4 | 94 | 2 | -0.4 | 4 | 2.2 | 5
Cc1ccnc(SCC(=O)c2ccc(Br)cc2)c1C#N | -2 | 5 | -10 | 11 | 97 | -33 | -0.4 | -5 | 0.4 | -3
Cc1cccc(OCC(=O)Nc2ccc(C(=O)Nc3ccccc3C(=O)O)cc2)c1 | -6 | 1 | -5 | -1 | 96 | 15 | -0.1 | 0 | 1.1 | -1
CCC(C(=O)Nc1ccc2c(c1)OCCO2)c1ccccc1 (configuration not stated) | -12 | -2 | -5 | -3 | 104 | -2 | -0.2 | -1 | 1.6 | 3
Cn1c(=O)cc(OCCCC(=O)NCc2ccc(F)cc2Cl)c2ccccc21 | -1 | -4 | 11 | -2 | 102 | 9 | -0.2 | 15 | -1.4 | 6
O=C(NCCc1c[nH]c2ccccc12)c1cnc2sccn2c1=O | -3 | 4 | 17 | -2 | 101 | 10 | -0.1 | -5 | 0.0 | -1
O=C1Nc2ccccc2C1(O)c1ccccc1 (configuration not stated) | -6 | 2 | 19 | -3 | 100 | -4 | -0.1 | 1 | 2.2 | -1
O=C(O)C(Cc1ccccc1)n1cccc1 (configuration not stated) | -9 | -3 | 2 | -7 | 94 | 5 | 0.1 | 0 | -0.5 | -3
CC(=O)c1cccc(NC(=O)NNC(=O)c2ccc(-c3ccccc3)cc2)c1 | -5 | 0 | 0 | -1 | 96 | -9 | -0.2 | 1 | -0.9 | -2
COc1ccc(C(=O)n2cc(C(=O)c3cc(C)ccc3O)cn2)cc1 | 3 | -5 | -4 | 1 | 98 | -2 | -0.2 | 0 | -1.0 | -8
C/C(=N/NC(=O)CNC(=O)c1ccccn1)c1ccccc1 | -13 | -2 | 1 | -10 | 97 | -5 | -0.1 | -1 | -1.7 | 11
CCCNC(=O)c1ccc(C2SCC(=O)N2CCc2ccccc2)cc1 (configuration not stated) | 0 | -5 | 13 | 3 | 100 | -3 | -0.1 | -5 | -3.2 | -6
COC(=O)C1(C#N)C(c2ccccc2)C1(C(=O)OC)C(=O)OC (configuration not stated) | -9 | 2 | 10 | 2 | 101 | -5 | 0.4 | -1 | -0.7 | 4
C=CC[C@@H](CC(=O)OC(C)(C)C)C(=O)OC[C@@H]1CCCN1C(=O)[C@H](CC=C)CC(=O)NCCO | 3 | -4 | 6 | 6 | 98 | -4 | 0.0 | 6 | -1.7 | 1
Cc1cc(C)nc(Nc2cccc(Cl)c2)n1 | -14 | 0 | -6 | -11 | 99 | 5 | 0.1 | 1 | -1.8 | 11
O=C(N/N=C/c1ccc[nH]1)c1ccccc1[N+](=O)[O-] | -8 | -6 | 1 | 7 | 95 | -1 | -0.2 | 1 | -1.4 | 2
COC(=O)[C@]1(Cc2ccccc2)N[C@H](CN(C)S(=O)(=O)c2ccc(F)cc2)[C@@H]2C(=O)N(C)C(=O)[C@@H]21 | 1 | -8 | -5 | -5 | 98 | / | 0.1 | 1 | 0.4 | -2
C[C@H](CO)N1C[C@H](C)[C@@H](CN(C)S(=O)(=O)c2ccccc2)Oc2c(NC(=O)Nc3ccc4c(c3)OCO4)cccc2C1=O | 3 | -4 | 20 | -4 | 101 | -2 | 0.0 | -1 | 0.2 | -2
O=C(COc1ncnc2c(Cl)cc(Cl)cc12)N1CCN(S(=O)(=O)c2ccccc2)CC1 | 4 | 3 | 11 | -8 | 95 | ? | 0.5 | 0 | -1.0 | 1
COc1ccc(Cl)cc1C(=O)NCCN1CCOCC1 | -4 | 2 | -4 | -12 | 96 | -8 | -0.2 | 1 | 0.2 | -11
CCc1cccc2c(C(=O)COC(=O)/C=C/c3ccc(O)c(OC)c3)c[nH]c12 | 8 | 0 | 2 | -5 | 95 | -11 | 0.3 | -4 | 0.8 | -4
CC(=O)c1ccc(NC(=O)N2CCN(c3cccc(Cl)c3)CC2)cc1 | 7 | 6 | 12 | -7 | 95 | -5 | 1.2 | 10 | -1.5 | -1
O=C1C=CC2=C3c4cc(O)c(O)cc4CC3(O)COC2=C1O (configuration not stated) | -7 | 28* | -2 | -6 | 94 | 4 | 0.3 | -1 | -1.4 | -2
CCC(C)(C(=O)NC1CCCC1)N(C(=O)c1ccccn1)c1ccccc1 (configuration not stated) | 3 | 4 | -3 | 0 | 97 | 5 | 0.0 | 1 | -0.1 | -3
CSc1ccc(CCNC(=O)CCc2nnc3ccc(N4CCC5(CC4)OCCO5)nn23)cc1 | -4 | 10 | 3 | 8 | 98 | 4 | 0.0 | 0 | -0.4 | -3
Cc1cccc2nc(C(=O)Nc3cc(Cl)ccc3-n3cncn3)cn12 | 2 | 0 | 3 | 2 | 89 | 75* | -0.1 | 0 | -4.3 | 0
CC(Oc1ccccc1)C(=O)NC1CCCCCCC1 (configuration not stated) | -9 | -5 | 12 | -6 | 97 | -6 | 0.2 | -1 | -2.5 | 4
CC(C)COC(=O)C1C(=O)CC(C)(O)C(C(=O)OCC(C)C)C1c1cccnc1 (configuration not stated) | -1 | -5 | 5 | -5 | 102 | 12&-4 | -0.2 | -2 | -1.0 | 2
CCCn1c(SCC(=O)Nc2ccccc2Cl)n[nH]c1=O | -1 | -2 | 9 | 5 | 96 | -4 | -0.2 | 1 | -0.9 | 6
CCOC(=O)N1CCN(c2c(NCCCN3CCCCCC3)c(=O)c2=O)CC1 | -12 | 5 | 6 | 6 | 97 | / | -0.3 | 1 | 0.0 | 3
CC1CCCN(C(=O)c2ccc3c(c2NCCO)C(=O)c2ccccc2C3=O)C1 (configuration not stated) | 1 | 6 | -5 | 9 | 103 | -4 | -0.2 | 5 | -2.3 | -1
CC1CCCc2sc3nc(N4CCN(CCO)CC4)n4ncnc4c3c21 (configuration not stated) | -1 | 6 | 4 | -7 | 95 | 30 | -0.3 | -2 | -0.9 | 1
O=C(NCCN1CCOCC1)c1cc(-c2cccc(O)c2)on1 | 3 | -6 | -2 | 2 | 102 | 1 | -0.1 | -2 | 0.0 | 3
O=c1cc(O)n(-c2ccc(Cl)cc2)c(=S)[nH]1 | -2 | -9 | 5 | 6 | 99 | 14 | -0.2 | 1 | 2.8 | -8
O=C(CSc1nnc(-c2ccccc2)n1Cc1ccco1)NCc1ccc2c(c1)OCO2 | -4 | -2 | 2 | -19 | 101 | 12 | 0.3 | -1 | -1.1 | 3
CCC(=O)N(CCN1CCOCC1)Cc1cc2cc3c(cc2nc1Cl)OCO3 | -15 | 1 | 3 | 1 | 104 | 1 | -0.2 | 2 | -1.8 | -2
O=C(O)C1C2CCC(C2)C1C(=O)Nc1ccccc1 (configuration not stated) | 4 | 0 | 9 | 5 | 86 | -10 | -0.1 | 1 | -1.0 | 3

This is a subset; rates above refer to the full screens.
